Screening results from PubChem BioAssay.
hK5 inh = human KLK5 protease inhibitors, primary screen, biochemical, 1536-well; recombinant hK5, fluorogenic AMC substrate cleavage; Kallikrein-5 (Homo sapiens), Q9Y337; inhibition, % at 5 µM; actives 0.59% (n = 210,000);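 active means inhibition of 40% or more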;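 further: 0% = enzyme controls without compound and 100% = no-enzyme blanks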
Target sequence (Q9Y337 67-293 limits assumed): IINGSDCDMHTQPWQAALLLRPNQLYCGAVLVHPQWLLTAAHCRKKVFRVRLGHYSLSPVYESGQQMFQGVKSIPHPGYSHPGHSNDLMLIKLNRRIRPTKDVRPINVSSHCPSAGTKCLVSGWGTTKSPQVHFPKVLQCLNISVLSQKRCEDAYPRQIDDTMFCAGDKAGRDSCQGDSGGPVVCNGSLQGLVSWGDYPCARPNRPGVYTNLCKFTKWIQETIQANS
Wee1 degr inh = Wee1 degradation inhibitors, primary screen, cell-based, HeLa, Wee1K328M-luciferase, luminescence | reporter increase, % at 5 µM | HeLa Luc-Wee1K328M stability; 100% = proteasome inhibitor MG132 effect | actives 1.2% (n = 220,000) | Wee1-like protein kinase (Homo sapiens), P30291;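 active means activation above the mean of all tested compounds plus 3 SD, set per screening run, cut at about 8.8% in these data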;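 further: cells exposed to compound for 20 h before luminescence read; 0% = DMSO alone and 100% = MG132 at 30 µM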
FXIIa inh = human FXIIa protease inhibitors, primary screen, biochemical, 1536-well; purified FXIIa, Boc-QGR-AMC fluorogenic substrate, 2 h; inhibition, % at 5 µM; actives 0.3% (n = 220,000); AID 800, 2007; in the data active means inhibition above about 40%;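 further: 0% = enzyme with no compound and 100% = blank without enzyme; many of its hits are not listed in these tables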
Target sequence (P00748 20-372 limits assumed): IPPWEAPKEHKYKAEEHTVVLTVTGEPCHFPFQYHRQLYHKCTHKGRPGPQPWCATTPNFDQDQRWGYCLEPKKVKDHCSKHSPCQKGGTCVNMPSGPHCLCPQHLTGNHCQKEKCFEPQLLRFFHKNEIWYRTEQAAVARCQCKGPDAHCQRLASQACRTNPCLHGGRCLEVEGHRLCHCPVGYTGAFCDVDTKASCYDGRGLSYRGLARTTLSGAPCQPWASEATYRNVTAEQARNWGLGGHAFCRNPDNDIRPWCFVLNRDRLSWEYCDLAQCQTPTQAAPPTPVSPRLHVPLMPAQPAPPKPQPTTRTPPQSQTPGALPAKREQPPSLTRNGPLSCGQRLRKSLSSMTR
Target sequence (P00748 373-615 limits assumed): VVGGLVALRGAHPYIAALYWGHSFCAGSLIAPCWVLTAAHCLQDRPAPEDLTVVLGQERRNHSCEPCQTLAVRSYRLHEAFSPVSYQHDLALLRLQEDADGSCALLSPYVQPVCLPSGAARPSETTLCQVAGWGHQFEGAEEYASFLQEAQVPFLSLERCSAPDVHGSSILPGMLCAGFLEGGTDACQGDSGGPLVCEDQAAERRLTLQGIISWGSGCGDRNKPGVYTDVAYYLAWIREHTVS
p97 inhibitor = inhibitors of human p97 ATPase, primary screen, biochemical; Transitional endoplasmic reticulum ATPase (Homo sapiens), P55072; recombinant p97 ATPase, Kinase-Glo ATP luminescence, 3 h; inhibition, % at 8 µM; actives 0.42% (n = 220,000); in the data active means inhibition above about 15%;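 further: 0% = DMSO vehicle and 100% = wells lacking enzyme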
Furin inh = human furin inhibitors, primary screen, biochemical, fluorescence intensity; actives 0.061% (n = 220,000); inhibition, % at 30 µM; purified furin, fluorogenic substrate cleavage; P09958; in the data active means inhibition above about 25%; further: inactives centre near -15
FXIa inh 1536 = human FXIa protease inhibitors, primary screen, biochemical, 1536-well; Coagulation factor XI (Homo sapiens), P03951; actives 0.14% (n = 220,000); purified FXIa, Boc-Glu-Ala-Arg-AMC fluorogenic substrate; inhibition, % at 5 µM; AID 798, 2007;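 active means inhibition of at least 40%; inactive means inhibition below 40%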;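 further: fluorescence of freed AMC excited at 355 nm; 0% = enzyme without compound and 100% = no enzyme blank; many of its hits are not listed in these tables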
PERK inhibitor = block of dimerizer-induced PERK translation repression, primary screen, PERK inhibitor project, CHO PERK-DD cells, SEAP luminescence, HTS. actives 0.17% (n = 220,000). Eukaryotic translation initiation factor 2-alpha kinase 3 (Homo sapiens), Q9NZJ5. AID 1416, 2008. CHO PERK-DD fusion, SEAP luminescence translation reporter. inhibition, % at 5.6 µM;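 active means inhibition above the mean inhibition of all tested compounds plus 3 SD, set separately per screening campaign, cut at about 2.9% in these data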;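 further: PERK kinase domain activated by AP20187 dimerizer at 100 nM; 0% = DMSO with dimerizer and 100% = rapamycin at 8.4 µM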
KCC2 mod = KCC2 cotransporter modulators, thallium flux, primary screen, cell-based, HEK293 KCC2, FluoZin-2 fluorescence, MLSMR. KCC2 cells, thallium flux FluoZin-2 fluorescence. actives 2.2% (n = 190,000). B-score of Tl+ flux slope (higher = more flux/activation; lower = inhibition) at 10 µM. Solute carrier family 12 member 5 (Homo sapiens), Q9H2X9. AID 1456, 2008;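 active means thallium flux slope and its plate-corrected score both differing from the plate sample mean at a set confidence after two filtering rounds, in either direction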;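 further: slope of fluorescence scaled to starting intensity during 10 to 20 s after thallium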
thrombin 1536 = human alpha-thrombin inhibitors, primary screen, counter-screen for coagulation protease inhibitor project, biochemical, 1536-well, fluorogenic AMC substrate | Prothrombin (Homo sapiens), P00734 | Boc-VPR-AMC fluorogenic substrate cleavage | inhibition, % at 5 µM | actives 0.26% (n = 220,000);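 active means inhibition at or above 40%; inactive means inhibition below 40%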;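 further: 0% = enzyme with no compound and 100% = wells without enzyme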
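Material: human alpha-thrombin protein. Incubation: reaction at ambient temperature. Technique: fluorescence of released AMC, ex 355 nm, em 460 nm. Control set: no-compound enzyme wells and no-enzyme blanks. Also added: Boc-VPR-AMC substrate, 15 µM final. Buffer or medium: pH 7.5 Tris (50 mM) with NaCl 150 mM, Tween 20 0.05%.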
* marks the source's active call; other numbers are inactive results; . = not tested or not shown; [ ] = remark or other dose.

Sample of the layout, three compounds:
SMILES	hK5 inh	Wee1 degr inh	FXIIa inh	p97 inhibitor	Furin inh	FXIa inh 1536	PERK inhibitor	KCC2 mod	thrombin 1536
COc1ccccc1N1CCN(C(=O)c2ccc([N+](=O)[O-])s2)CC1	15	2	16	6	-15	9	0.8	0.87	-4
COc1ccc(C2=NN(c3nc4ccccc4s3)C(=O)C2)cc1	1	1	6	11	-24	-3	1.1	.	-2
Cc1cccc(NC(=O)c2ccccc2NC(=O)CCC(=O)O)c1	30	0	17	-7	-7	16	-0.4	0.093	21

Results, previewed entries included:
SMILES	hK5 inh	Wee1 degr inh	FXIIa inh	p97 inhibitor	Furin inh	FXIa inh 1536	PERK inhibitor	KCC2 mod	thrombin 1536
COc1ccccc1N1CCN(C(=O)c2ccc([N+](=O)[O-])s2)CC1	15	2	16	6	-15	9	0.8	0.87	-4
COc1ccc(C2=NN(c3nc4ccccc4s3)C(=O)C2)cc1	1	1	6	11	-24	-3	1.1	.	-2
Cc1cccc(NC(=O)c2ccccc2NC(=O)CCC(=O)O)c1	30	0	17	-7	-7	16	-0.4	0.093	21
O=C(Nc1cccc(S(=O)(=O)Nc2ccccc2F)c1)c1ccc2ccccc2n1	2	1	12	5	-21	-1	1.0	-0.056	-4
CCCC(=O)c1c(NCCO)cc(C)oc1=O	-21	8.9*	-7	2	-3	-6	0.2	0.091	-5
CN1C(=O)S/C(=C\c2ccccc2OCc2ccc(C(=O)O)cc2)C1=O	2	-2	6	-5	-10	-2	0.6	-2.4	-7
Cc1ccc(S(=O)(=O)N2CCOCC2)cc1C(=O)OC1CCCCC1=O (stereo not drawn)	-4	-1	6	0	-21	-7	0.5	0.56	-7
CC(Oc1ccc(Cl)cc1Cl)C(=O)Nn1cnnc1 (stereo not drawn)	-8	-1	8	2	-27[20 µM]	0	1.5	-1.2	-2
O=C(COC(=O)C1CCN(S(=O)(=O)c2cccc3cccnc23)CC1)c1ccc(F)cc1	7	2	19	-5	-23	15	0.8	-0.88	11
Cc1cc(C(=O)CSc2nnc(-c3ccccc3)n2C)c(C)n1C	-3	0	13	2	-12[20 µM]	-4	-0.8	-0.78	1
COc1ccc2[nH]c(=O)c(CN(C(=O)C3CCCO3)c3ccc(C)cc3)cc2c1 (stereo not drawn)	-1	-1	-4	-1	-16	-6	-1.6	-0.25	-3
Cc1cc(C(=O)OC(C)C(=O)Nc2cccc(S(=O)(=O)N3CCOCC3)c2)c(C)o1 (stereo not drawn)	-1	-1	14	2	-21[20 µM]	-3	-0.1	.	1
CN(C(=O)CSc1nnc2ccccn12)c1c(N)n(Cc2ccccc2)c(=O)[nH]c1=O	-6	1	12	2	-16	4	0.9	-0.018	0
Clc1ccc(-c2ccccc2)nn1	45*	1	5	0	-14	-9	0.9	-0.032	-6
Cn1c(CNC(=O)c2ccco2)nnc1SCC(=O)c1ccccc1	0	-1	7	1	-22	-5	-0.3	-0.044	2
CN(c1cccc(Cl)c1)S(=O)(=O)c1cccc(C(=O)Nc2nc3ccccc3[nH]2)c1	-27	4	9	3	-12	0	-1.5	0.12	-6
CCCCN(C)C(=O)c1nc2ccccn2c1CN1CCC[C@H]1C(=O)OC	1	7	13	-2	-26	16	0.8	0.11	2
CCOc1ccc(N2CC(C(=O)Nc3cccc(S(=O)(=O)N4CCCCC4)c3)CC2=O)cc1 (stereo not drawn)	1	-1	8	-3	-18	3	-0.3	0.29	-10
COC(=O)Cn1c(CN2CCOCC2)nc2c1c(=O)[nH]c(=O)n2C	23	-1	2	2	-24	-4	1.1	0.91	0
COCCNc1ncnc2c1[nH]c1ccccc12	-2	3	2	4	-34	9	0.2	0.87	-1
Cc1csc(NC(=O)CSc2nc(C)nc3c2c(=O)n(C)c(=O)n3C)n1	0	.	12	.	-14	7	.	-0.28	2
CC(C)Oc1ccc(CCC(=O)NNC(=O)CCC(=O)O)cc1	-1	0	4	4	-25	-6	3.1*	0.58	-2
CC1=NN(c2ccccc2)C(=O)/C1=C/c1cn(C)c2ccccc12	5	0	16	-5	-8	-1	1.0	-0.12	3
Cc1nn(Cc2cccc(C(=O)NN)c2)c(C)c1Cl	-4	0	10	-8	-4	5	-0.2	-0.87	-3
CC(C)OC(=O)CSc1nnc(Cc2ccccc2)n1CC1CCCO1 (stereo not drawn)	2	0	17	-4	-15[20 µM]	11	-0.4	-0.0022	1
Next section:
SMILES	hK5 inh	Wee1 degr inh	FXIIa inh	p97 inhibitor	Furin inh	FXIa inh 1536	PERK inhibitor	KCC2 mod	thrombin 1536
O=C(CCCCCCCCC(=O)N/N=C/c1ccco1)N/N=C/c1ccco1	3	0	12	-7	-13	-6	0.3	-0.017	14
CC(C)C[C@H](NC(=O)c1[nH]cnc1C(=O)N[C@@H](C)c1ccccc1)C(=O)OCc1ccccc1	2	.	3	.	5	1	.	-0.39	-3
Cc1nn(CCCC(=O)Nc2cc(Oc3ccccc3)cc([N+](=O)[O-])c2)c(C)c1[N+](=O)[O-]	-9	-2	6	2	-18	11	0.1	-0.18	0
O=C1CN(CC(=O)Nc2ccc(SC(F)F)cc2)CCN1	-12	1	1	1	-10	-5	-0.1	1.4	-4
COc1cc(-c2nnc3sc(-c4ccco4)nn23)cc(OC)c1OC	7	-1	14	6	-24	2	-0.2	0.14	4
Cc1ccc2ncc([N+](=O)[O-])n2c1	11	2	-9	-3	-19[20 µM]	-13	0.2	1.2	-7
Cc1nn(-c2cccc3cccnc23)c(=O)c2ccccc12	9	0	1	1	-21[20 µM]	-6	1.4	-0.24	-5
COc1nccnc1NS(=O)(=O)c1ccc(NC(=S)NC(=O)/C=C/c2ccc(F)cc2)cc1	-14	0	10	3	-16	6	0.5	-1.1	1
CC(=O)C1=C(C)N(c2ccccc2)C(=O)C1(NS(=O)(=O)c1ccc(N)cc1)C(F)(F)F (stereo not drawn)	13	4	28	-3	-19	30	0.1	-0.015	29
CC(=NCCCn1ccnc1)c1c(C)[nH]n(-c2ccc([N+](=O)[O-])cc2)c1=O	5	-2	15	-7	-4	3	0.0	0.62	-6
CCc1nnc(NC(=O)CCc2ccc(C)o2)s1	-12	-1	8	-2	-15[20 µM]	-8	1.5	.	-4
CCC1Oc2ccccc2N(CC(=O)Nc2ccc(OC)cc2OC)C1=O (stereo not drawn)	13	-1	4	0	-24[20 µM]	-4	-0.4	-0.17	-8
COCCn1c(-c2ccco2)nc2nc3ccccc3nc21	-214	-1	-1	3	-109	2	0.1	0.8	-5
CNC(=S)N/N=C/c1ccc(OCC(=O)Nc2c(C)cc(C)cc2C)c(OC)c1	-5	-3	7	2	-17	5	-0.6	0.14	-4
c1ccc(-n2ncc3c(NCc4cccnc4)ncnc32)cc1	-17	3	-10	1	-22	-6	0.1	-0.29	3
CCc1cccc2c(C(=O)COC(=O)c3c(C)noc3C)c[nH]c12	-4	-1	16	7	2[20 µM]	1	-0.8	-0.44	4
O=C(c1cc(-c2ccccc2O)on1)N1CCCC1	-21	2	10	1	-21	7	1.0	-0.22	-4
Clc1ccc2c(N/N=C/c3ccc(Br)cc3)ccnc2c1	-14	-4	9	8	-2	8	0.2	0.39	-3
Cc1nn(C(C)C)c(C)c1[C@@H]1C[C@H]2CN(Cc3cccc(Cl)c3)C(=O)[C@]23CCCN13	0	1	5	5	-17	0	-1.7	0.32	-2
O=C(Cc1ccc(F)cc1)N(c1ccc(F)cc1)C1C=CS(=O)(=O)C1 (stereo not drawn)	-11	1	5	-6	-14	1	0.5	0.58	13
O=C(Nc1ccc(Cc2ccncc2)cc1)c1ccc(N2CCOCC2)c([N+](=O)[O-])c1	-6	1	11	1	-17	-4	-1.3	-5.9*	3
Cc1c(NC(=S)N/N=C/c2cc([N+](=O)[O-])ccc2O)c(=O)n(-c2ccccc2)n1C	-17	1	10	4	-8	14	0.6	-0.68	5
CCOc1cc(S(=O)(=O)n2ccnc2)ccc1Br	-1	-2	.	-1	-33	-3	0.0	0.18	-3
CNC(=O)c1sc(Nc2cc(C)ccc2C)nc1C	-2	8	2	-1	-16	-4	-0.8	-0.73	-12
O=C(Nc1cccc([N+](=O)[O-])c1)Nc1cccc([N+](=O)[O-])c1	-5	0	13	-5	-17	3	-0.4	0.73	-15
Going on with the list:
SMILES	hK5 inh	Wee1 degr inh	FXIIa inh	p97 inhibitor	Furin inh	FXIa inh 1536	PERK inhibitor	KCC2 mod	thrombin 1536
CCCCCCn1c(=O)c(F)cn(Cc2ccc(OC)c([N+](=O)[O-])c2)c1=O	-15	-2	2	3	-12[20 µM]	-14	0.0	-0.36	-8
O=C(NCCc1cccs1)C1CC1	-7	3	3	0	-12	-8	-0.1	-0.06	-7
CCc1ccc(/C([O-])=C(/C(=S)NCCN2CCOCC2)[n+]2ccccc2)cc1	-8	-1	7	-1	-12	6	1.0	0.42	-3
COCC1CCN(Cc2nc(-c3cccs3)no2)C1 (stereo not drawn)	.	0	14	6	-21	4	0.4	0.19	0
Cc1ccc(S(=O)(=O)N2CCN(C(=O)Cc3ccc4c(c3)OCCO4)CC2)cc1C	-10	2	11	0	-7	3	-0.1	0.08	-5
Cn1c(SCC(=O)NNC(=O)Cc2ccccc2)nnc1-c1ccccc1	9	2	-7	-7	-16	-10	0.3	0.9	-7
COc1ccccc1N1C(=O)CC(Sc2nc(C)cc(C)n2)C1=O (stereo not drawn)	-10	0	2	8	-12	2	0.1	-0.72	-5
CC(C)c1cc(-c2n[nH]c(=S)n2Cc2ccccc2)cs1	-32	1	13	1	-17[20 µM]	3	0.5	.	3
COCCOCCn1c(CCCO)nc2ccccc21	19	-1	3	-1	-21[20 µM]	1	0.7	.	-1
Cc1cccn2c(=O)c3cc(C(=O)NCc4ccco4)c(=N)n(C(C)C)c3nc12	-3	-2	6	0	-26[20 µM]	3	-1.1	-1.9	-1
Cc1cccc(Nc2ccccc2C(=O)OCC(=O)N(C)C2CCS(=O)(=O)C2)c1C (stereo not drawn)	2	4	1	3	-16	-3	1.1	-0.21	1
CC(=O)Nc1ccc(NC(=O)C(C)Oc2ccc(Cl)cc2Cl)cc1 (stereo not drawn)	-4	0	4	-1	-16	-3	1.0	-0.15	-2
CN1CCN(Cn2cc(/C=C/C(=O)c3ccccc3)c3ccccc32)CC1	-14	10*	-1	-1	-4[20 µM]	-2	0.2	-1.1	-8
Cc1ccccc1NC(=O)C1c2ccccc2Oc2ccccc21	-9	-1	6	1	-30	2	0.9	-0.63	-6
O=C(NCc1ccc2c(c1)OCO2)c1ccc(N2CCCC2=O)cc1	-2	0	8	-6	-3[20 µM]	-6	-0.1	0.35	-1
Cc1ccc(CC2CC(=O)N(CCc3ccc4c(c3)OCO4)C2=O)cc1 (stereo not drawn)	-5	-3	10	5	-23	1	0.7	.	1
O=S(=O)(c1cccc(-c2nn3c(-c4ccncc4)nnc3s2)c1)N1CCOCC1	-16	-2	6	7	-7	4	0.9	.	-4
CN(CC(=O)NCc1cccs1)S(=O)(=O)c1cccc2cccnc12	13	0	-5	-3	-13	-12	0.0	0.0075	-9
